CHO parental Ca: signal in parental CHO cells, OX1R antagonist counter-screen | parental CHO-K1, ATP-induced calcium, Fluo-8 fluorescence | inhibition, % at 5.6 µM | hit rate 0.63% among 330,000;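 active means inhibition above that plate's mean sample inhibition plus 3 SD, cut at about 26% in these data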;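 further: 0% = ATP-challenged DMSO wells and 100% = DMSO wells without ATP; some compounds past the cut are filed as inactive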
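test system = CHO parental line | reagent = ATP stimulus | measured by = intracellular calcium via Fluo-8 no-wash fluorescent dye | control set = ATP and no-ATP DMSO wells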
M4 antag: CHRM4 antagonism in calcium assay. inhibition, % at 3 µM. AID 624125. hit rate 0.73% among 360,000. CHO-hM4 cells, ACh EC80, Fluo-8 calcium fluorescence;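 active means inhibition above its plate's cutoff, the mean inhibition of sample wells plus 3 SD, cut at about 27% in these data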;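 further: 0% = acetylcholine EC80 with DMSO and 100% = DMSO without agonist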
M1 ag: agonists of human M1 muscarinic receptor; CHO-K1 hM1, Fluo-8 calcium fluorescence, agonist mode; 0% DMSO, 100% acetylcholine EC100; activation, % at 3 µM; hit rate 0.33% among 360,000;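 active means activation above the run's mean compound activation plus 3 SD, cut at about 16% in these data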;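 further: peak over basal fluorescence ratio within a 140 s kinetic read after compound addition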
Target sequence (P11229 whole entry, looked up): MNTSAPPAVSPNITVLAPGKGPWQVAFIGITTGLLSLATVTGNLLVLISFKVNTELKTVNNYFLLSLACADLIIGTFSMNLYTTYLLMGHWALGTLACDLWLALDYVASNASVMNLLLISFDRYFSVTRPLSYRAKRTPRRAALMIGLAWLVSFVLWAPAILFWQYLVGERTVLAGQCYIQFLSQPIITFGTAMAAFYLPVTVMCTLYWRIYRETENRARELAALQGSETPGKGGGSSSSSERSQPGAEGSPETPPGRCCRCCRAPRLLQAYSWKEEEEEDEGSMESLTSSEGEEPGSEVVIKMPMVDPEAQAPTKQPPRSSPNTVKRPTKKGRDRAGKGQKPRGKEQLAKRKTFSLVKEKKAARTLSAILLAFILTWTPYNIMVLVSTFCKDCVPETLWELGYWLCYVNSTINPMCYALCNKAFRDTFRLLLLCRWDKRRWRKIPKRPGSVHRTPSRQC
OXTR potentiate: potentiators of human oxytocin receptor | activation, % at 3 µM | AID 2445 | hit rate 0.061% among 320,000 | P30559 | CHO-OTR cells, Fluo-8 calcium fluorescence, potentiator mode; 0% = oxytocin EC15, 100% = EC100;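 active means activation above that plate's cutoff, the mean activation of tested compounds plus 3 SD, cut at about 6.6% in these data, passing the limit was not always enough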;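 further: 100% uses oxytocin at 75 nM as the full agonist control; some results filed as inactive read as strong as hits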
Target sequence (P30559 whole entry, looked up): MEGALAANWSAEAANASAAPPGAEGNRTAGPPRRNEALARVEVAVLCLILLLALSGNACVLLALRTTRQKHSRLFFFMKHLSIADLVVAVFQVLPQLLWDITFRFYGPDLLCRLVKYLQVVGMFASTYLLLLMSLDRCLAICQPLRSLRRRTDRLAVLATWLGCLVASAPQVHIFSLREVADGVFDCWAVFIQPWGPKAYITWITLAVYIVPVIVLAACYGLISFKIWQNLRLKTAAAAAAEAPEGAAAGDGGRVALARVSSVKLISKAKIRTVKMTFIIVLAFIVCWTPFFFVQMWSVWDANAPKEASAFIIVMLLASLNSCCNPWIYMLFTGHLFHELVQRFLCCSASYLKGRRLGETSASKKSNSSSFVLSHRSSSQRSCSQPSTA
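Material: CHO-OTR cells, human receptor; compound dosing: single dose, 3.0 µM nominal final compound concentration; schedule: 6 min compound pre-incubation at room temperature, 100 s kinetic read; measured by: kinetic Fluo-8 calcium fluorescence; read-out basis: % activation vs EC15 and EC100 oxytocin; controls: EC15 oxytocin alone as 0%, 75 nM oxytocin as 100%; replicates: singlicate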
CHRM1 PAM: potentiates human M1 receptor response to acetylcholine; P11229; AID 588819; activation, % at 3 µM; CHO-K1 hM1, Fluo-8 calcium fluorescence, ACh EC20; 0% = ACh EC20, 100% = maximal ACh; hit rate 0.088% among 360,000; in the data active means activation above about 19%, passing the limit was not always enough
M1 ag parental: counter-screen for M1 agonists: effect in parental CHO-K1 cells. Fluo-8 calcium fluorescence; scaled to maximal ATP response, vehicle zero. activation, % at 3 µM. hit rate 0.48% among 360,000; in the data active means activation above about 15%;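 further: untransfected CHO-K1 host cells lacking M1 receptor as counterscreen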
CHO-K1 Ca antag: M1 antagonist counterscreen hit in parental CHO-K1 cells; ATP-induced calcium, Fluo-8 fluorescence; hit rate 0.6% among 360,000; inhibition, % at 3 µM; AID 602250;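 active means inhibition above a per-plate cutoff, the plate's mean sample inhibition plus 3 SD, cut at about 24% in these data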;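 further: 0% = DMSO plus EC80 ATP and 100% = DMSO alone without ATP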
CHRM4 agonist: CHRM4 agonism in calcium assay | CHO-K1 hM4/Gqi5, Fluo-8 calcium fluorescence; vehicle 0%, full acetylcholine response 100% | hit rate 0.14% among 360,000 | AID 624127 | activation, % at 3 µM;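 active means activation above the run mean over all test wells plus 3 SD, cut at about 32% in these data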;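 further: peak over basal fluorescence ratio per well then scaled between controls; 0% = DMSO wells and 100% = acetylcholine at EC100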
CHRM1 antagonist: blocks human M1 muscarinic receptor. P11229. AID 588852. inhibition, % at 3 µM. CHO-K1 hM1, Fluo-8 calcium fluorescence, ACh EC80 antagonist. hit rate 1.3% among 360,000;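 active means percent inhibition above its own plate's cutoff, namely the mean of that plate's compound wells plus 3 SD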;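 further: peak over basal fluorescence ratio during 140 s after agonist addition; 0% = ACh EC80 plus DMSO and 100% = DMSO alone without agonist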
Starred values were filed as active, the others as inactive; nt = no result given. The order is random. About 2.9% of those tested had a hit in this group.

Order of results – M4 antag	OXTR potentiate	M1 ag	M1 ag parental	CHRM1 antagonist	CHRM1 PAM	CHRM4 agonist	CHO parental Ca	CHO-K1 Ca antag
1: CC(=NCCN1CCN(C(=S)Nc2ccccc2)CC1)C1=C(O)CC(C)(C)CC1=O
  -3	-4	-5	-0.1	0	6	1	-9	-10
2: O=c1[nH]c(CSc2nnc(-c3ccncc3)n2Cc2ccco2)nc2ccccc12
  6	1	-4	2.2	-13	9	1	-19	-4
3: O=C(CCNS(=O)(=O)c1ccc(Cl)cc1)NCc1cccnc1
  4	1	-5	1.1	-6	8	0	-7	-12
4: Cc1noc(C)c1S(=O)(=O)Nc1ccc2c(c1)C(=O)N([C@H](C)CO)C[C@H](C)[C@@H](CN(C)Cc1ccc(C(=O)O)cc1)O2
  9	-2	-2	-0.2	2	0	2	11	-2
5: COc1ccc(NC(=O)CNC(=O)c2sc3ccccc3c2Cl)c(OC)c1
  -8	-4	0	0.0	-9	7	1	-10	-13
6: CC(=O)Nc1ccc(NC(=O)COC(=O)c2cnccn2)cc1
  -5	-4	0	0.2	-16	15	1	2	-21
7: CC(=O)N1CCN(CC(=O)Nc2ccccc2Sc2ccc(Cl)cc2)CC1
  -8	-9	-6	7.4	3	-1	9	-17	-3
8: CCOc1cc(CNCc2ccc(C(=O)O)cc2)ccc1OC
  -3	1	-2	-0.5	-8	15	1	-12	-4
9: CC(C)(C)c1ccc(CC(=O)N2CCC2(C)C(=O)NS(=O)(=O)c2ccccc2Cl)cc1 (stereo unspecified)
  -16	nt	1	-0.4	-18	10	1	nt	-10
10: Cc1ccc(CCNS(=O)(=O)c2c(C)nc3sccn3c2=O)cc1
  -4	-3	-3	0.5	16	-9	0	-7	4
11: Cn1c(SCc2ccccc2F)nnc1-c1cnccn1
  5	0	-4	-0.1	3	1	-1	-4	3
12: COc1cc2c(cc1NC(=O)CC1SC(N3CCCC3)=NC1=O)oc1ccccc12 (stereo unspecified)
  11	-17	-3	0.4	-10	7	3	-10	-4
13: O=C(O)C1CCC(=O)N1Cc1ccc(F)cc1 (stereo unspecified)
  -12	-5	-4	0.0	-7	4	1	-6	-1
14: CCOC(=O)C1=C(C)N(CCCC(=O)O)C(=O)NC1c1ccc(OC)cc1 (stereo unspecified)
  -7	-1	-4	0.6	-13	14	0	4	-12
15: O=C(/C=C/c1ccc(OC2CSC2)cc1)c1ccc(Cl)cc1
  9	0	-5	0.5	14	-3	-1	-4	-1
16: CCOC(=O)c1c(C)nc(-c2ccccc2)nc1NC(=O)CC
  4	-5	-2	0.1	0	-7	1	-5	-7
17: Nc1ccn([C@@H]2O[C@H](CNS(=O)(=O)c3cc4ccccc4s3)[C@@H](O)[C@H]2O)c(=O)n1
  -3	nt	-4	0.1	-11	4	1	nt	15
18: COc1ccc(NS(=O)(=O)c2cccc(C(=O)N/N=C/c3cccs3)c2)cc1
  13	-11	-3	0.1	2	2	1	-2	-3
19: O=C(NC1CC2CCCC(C1)N2Cc1ccccc1)c1cccc(Cl)c1 (stereo unspecified)
  -4	-6	-7	0.8	22	-14	1	-22	-1
20: Cc1ccnc2nc(C(=O)OCCOc3ccc(Cl)cc3)nn12
  -1	-19	-4	0.2	-9	11	2	0	3
21: O=C(NN(C(=O)c1ccccc1)c1cccs1)c1ccccc1
  2	nt	1	1.1	-13	7	2	nt	-10
22: COc1cc(/C=c2\sc3n(c2=O)CCCN=3)ccc1O
  -7	-9	-4	0.6	9	-3	1	5	-6
23: CC1=C(C(=O)NCc2ccc(Cl)cc2)C2(CCC(C)CC2)OC1=O (stereo unspecified)
  -16	-7	-3	6.2	8	-8	4	-1	-11
24: O=C1COc2ccccc2CN1
  3	-5	1	1.2	-40	14	1	-14	-5
25: COc1ccc(C(C(=O)OCCN(C)C)c2ccccc2)cc1 (stereo unspecified)
  6	-6	-6	1.1	78*	-20	1	-13	-9
26: CCOc1cc(/C=N/NC(=O)c2cccnc2)cc(Br)c1OCC(N)=O
  2	-5	-2	0.0	2	5	2	-15	-12
27: COc1ccc(S(=O)(=O)Nc2cc3c4c(oc3c3ccccc23)CC(C)(C)CC4=O)cc1
  9	-12	-4	0.1	-4	6	-1	-11	-4
28: C=CCNC(=S)NNC(=O)c1cccc(Br)c1
  4	-3	-1	2.5	-11	6	1	-4	-19
29: COc1ccc(C(=O)COC(=O)c2ccc(Cl)nc2)cc1OC
  -5	nt	4	0.0	-14	13	0	nt	1
30: CC1(c2ccccc2)CC(c2ccccc2)=Nc2ccccc2N1 (stereo unspecified)
  2	-11	-2	-0.1	6	-1	1	-16	14
31: CC(=O)Nc1ccc(S(=O)(=O)N(C)CC(=O)Nc2ccc(F)c(F)c2F)cc1
  2	1	-1	0.9	6	-3	2	-7	-16
32: COc1ccc2c(-c3ccc(OCCN4CCCCC4)cc3)c(-c3ccccc3OC)sc2c1
  21	nt	-2	1.5	7	0	8	17	-6
33: CC(C)n1c(N2CCN(CC(=O)Nc3ccc4c(c3)OCCO4)CC2)nc2ccccc21
  -10	-9	-5	3.1	-3	3	6	-18	-1
34: COc1ccccc1NC(=O)COC(=O)CCS(=O)(=O)c1ccc(C)cc1
  12	-2	-3	0.9	-7	7	3	-13	-5
35: COc1ccc(OCc2n[nH]c(=S)n2N)cc1
  0	-9	0	1.3	3	10	1	8	-12
36: Cc1ccc(C2=C/C(=C\c3cccnc3)C(=O)O2)cc1
  0	-4	-7	0.3	1	5	1	-4	6
37: O=C(Cn1c(SCC(=O)NC2CCCC2)nnc1-c1ccncc1)Nc1ccc2c(c1)OCO2
  -4	-7	-4	0.2	-23	4	0	-14	-12
38: Cc1ccc(O)c(C=Nc2ccc3[nH]ncc3c2)c1
  7	-2	-5	4.0	5	1	-1	-8	8
39: O=C(NNC(=S)Nc1ccccc1)c1cccc(Br)c1
  1	-12	2	7.7	-4	-3	13	-6	-16
40: c1ccc(-c2nnc(CN3CCC4(CC3)OCCO4)o2)cc1
  -7	-4	8	0.4	-31	-1	0	2	-7
41: CC(c1ccco1)N(C(=O)C12CC3CC(CC(C3)C1)C2)c1ccccn1 (stereo unspecified)
  -1	-2	-3	-0.6	-25	2	-1	-11	-7
42: CCOc1ccc(/C=N/OCC(=O)Nc2ccc(OCc3ccccc3)cc2)cc1OC
  -14	-5	-7	3.6	-2	0	3	5	10
43: CCn1c(CN2CCOCC2)nnc1SCC(=O)Nc1ccc(C)cc1
  6	10	-5	0.3	-8	10	0	-7	7
44: O=C(COC(=O)c1cc(Cl)ccc1O)NCCNC(=O)COC(=O)c1cc(Cl)ccc1O
  3	-3	-4	0.2	-2	2	1	18	-7
45: COc1ccc(CC(=O)O/N=C(\N)c2cccc([N+](=O)[O-])c2)cc1
  4	-1	-6	0.1	14	-3	1	-11	3
46: COc1ccc2cc(C(C)c3nc4ccccc4c(=O)n3N)ccc2c1 (stereo unspecified)
  2	-16	2	0.1	0	4	0	-8	0
47: CS(=O)(=O)NNC(=O)C1Cc2c(ccc3ccccc23)O1 (stereo unspecified)
  -13	-9	-3	2.3	-11	7	2	-1	-5
48: CCC(C)(C)NC(=O)C(c1ccc(OC)cc1)N(CC1CCCO1)C(=O)CCC(=O)Nc1cc(C)on1 (stereo unspecified)
  -5	-5	-3	-0.1	-24	8	0	-14	-3
49: COc1ccc(C(CNC(=O)c2cccc(NS(=O)(=O)c3ccccc3)c2)N(C)C)cc1 (stereo unspecified)
  31*	1	-6	0.3	48*	-20	2	-27	-3
50: O=C(Nc1ccccc1Cl)C1CCCN(c2ncnc3c2nc2n3CCCCC2)C1 (stereo unspecified)
  -15	-22	0	10	0	-4	16	4	-21
51: COc1ccc(C2CC(O)(c3ccccc3)Oc3cc(OC)cc(OC)c32)cc1 (stereo unspecified)
  6	nt	-5	0.3	-3	3	1	nt	-15
52: COC(=O)C1=C(C)N(CC2CC2)C(=NCc2cccc(Cl)c2)N[C@H]1c1ccccc1
  15	-13	-11	4.6	4	-2	7	-11	-3
53: CC(C)C[C@H](NC(=O)NCc1ccc(Cl)cc1)C(=O)O
  6	-7	-1	0.7	-14	14	1	-12	-11
54: O=C(NCCCN1CCOCC1)c1ccc2c(c1)N(Cc1cccc(Cl)c1)C(=O)CS2
  36*	-6	-11	2.1	65*	-32	3	-29	-21
55: CCCC(=O)NC(c1ccc(Cl)cc1Cl)c1ccc2cccnc2c1O (stereo unspecified)
  9	-4	-3	0.8	-6	6	0	-18	-10
56: C(=C\c1ccncc1)/c1ccccc1
  -7	0	-1	0.1	-6	14	0	-21	6
57: CC(C)CN(C(=O)c1ccc(F)cc1F)c1c(N)n(CC(C)C)c(=O)[nH]c1=O
  -23	-5	-3	0.0	-6	9	-1	-8	-12
58: Cc1ccc(C(=O)c2ccc(O)cc2)cc1C
  7	-14	-3	1.2	-7	4	1	2	-2
59: Brc1cccc(-c2nnco2)c1
  0	-15	-3	0.7	-11	6	0	6	-4
60: O=C(COC(=O)c1ccccc1F)NC1CC1
  -6	0	0	-0.7	-1	1	1	0	0

3 entries out of the list above, ordered by the number in CHRM4 agonist, descending:
No. | SMILES | CHRM4 agonist
34 | COc1ccccc1NC(=O)COC(=O)CCS(=O)(=O)c1ccc(C)cc1 | 3
35 | COc1ccc(OCc2n[nH]c(=S)n2N)cc1 | 1
38 | Cc1ccc(O)c(C=Nc2ccc3[nH]ncc3c2)c1 | -1

Source: PubChem BioAssay
